# Luciferase inh – Firefly luciferase inhibition profiling of diverse chemical library using quantitative high-throughput screening | Potency, µM (highest dose often 115 µM), for inactives: top-dose activity change, negative = inhibition, usual class: inhibitors | actives 2.5% (n = 76,000) | Luciferin 4-monooxygenase (Photinus pyralis), P08659 | AID 1347043, 2019 | purified P. pyralis luciferase, luminescence, biochemical; further: potency means the concentration at half of the fitted maximal effect; nearly all actives have a fitted effect of over 65% in size
#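 Biochemical qHTS: compound (6-point titration) added to 10uM D-luciferin plus 10uM ATP in Tris acetate pH 7.5 buffer with Mg, Tween-20 and BSA, then purified enzyme at 10nM; light output imaged.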
# HEK293 tox – Cytotoxic Profiling in HEK 293 Cell Line of Diverse Libraries Using Quantitative High-Throughput Screening | HEK 293 viability, ATP luminescence (CellTiter-Glo), 48-72 h | Potency, µM (doses to about 115 µM), for the others: at the top dose activity change, negative = cytotoxicity, most hits filed as inhibitors | actives 6.6% (n = 94,000) | AID 1345083, 2018; further: potency means the concentration at half of the fitted maximal effect; nearly all actives have a fitted effect of over 60% in size
#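 HEK 293 cells seeded at 250 cells/well were exposed to compound for 48 or 72 hr at 37 degree Celsius. Viability taken as ATP content by CellTiter-Glo luminescence.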
# IP6K1 inhibitor – Primary qHTS assay for small molecule inhibitors of Inositol hexaphosphate kinase 1 (IP6K1); Inositol hexakisphosphate kinase 1 (Homo sapiens), Q92551; activity change, % (series mostly up to about 58 µM); actives 0.81% (n = 140,000); IP6K1 kinase, ADP-Glo luminescence, 2 h; hits give low values; in the data active means activity change below about -25%
# Target sequence (Q92551 whole entry, looked up): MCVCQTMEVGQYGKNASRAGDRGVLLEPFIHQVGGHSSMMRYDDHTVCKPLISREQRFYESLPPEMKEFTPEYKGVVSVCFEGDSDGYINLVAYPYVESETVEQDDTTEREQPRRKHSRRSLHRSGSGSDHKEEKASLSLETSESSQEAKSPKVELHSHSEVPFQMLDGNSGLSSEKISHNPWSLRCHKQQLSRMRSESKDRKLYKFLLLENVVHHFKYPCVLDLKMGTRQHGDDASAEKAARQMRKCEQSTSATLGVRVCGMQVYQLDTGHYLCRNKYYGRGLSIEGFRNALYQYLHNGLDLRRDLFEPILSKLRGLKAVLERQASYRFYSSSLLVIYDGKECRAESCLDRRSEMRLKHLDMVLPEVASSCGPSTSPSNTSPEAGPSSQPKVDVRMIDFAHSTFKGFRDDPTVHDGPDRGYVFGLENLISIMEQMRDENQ
#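 ADP-Glo luminescence measures ADP made by human IP6K1 during a 2 h RT reaction with ATP/IP6 (mix at 1.3 mM/130 uM); top library doses 57.5 and 19.1 uM final.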
# 3T3 cytotox – Cytotoxic Profiling in NIH 3T3 Cell Line of Diverse Libraries Using Quantitative High-Throughput Screening; NIH 3T3 viability, CellTiter-Glo ATP luminescence, 48-72 h; actives 4.3% (n = 94,000); Potency, µM (titrated, usually from 96.7 µM), for inactives: at the top dose activity change, negative = cytotoxicity, usual class: inhibitors; AID 1345082, 2018; further: potency means the concentration at half of the fitted maximal effect; nearly all actives have a fitted effect of over 55% in size
#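 Viability of NIH 3T3 cells after 48 or 72 hr compound treatment at 37 °C was assessed by CellTiter-Glo, with luminescence imaged following a 10 min room-temperature step.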
# HEK293 viab – GF-AFC viability counterscreen for inhibitors of alpha-synuclein gene (SNCA) expression. actives 0.12% (n = 150,000). Potency, µM (highest dose often 57.1 µM), for inactives: top-dose activity change, negative = cytotoxicity, hits mostly cytotoxic. AID 1671193, 2021. HEK-293-SNCA-luc viability, GF-AFC fluorescence, 24 h;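 further: potency means the concentration at half of the fitted maximal effect; 0% = DMSO-treated cells and -100% = medium-only wells without cells; nearly all actives have a fitted effect of over 30% in size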
#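 HEK-293-SNCA-luc cells (1500/well) plated 24 h, then exposed 24 h to a dilution series; GF-AFC added 30 min at 37C, fluorescence 405/540 nm; normalised to medium-only and DMSO wells, Hill fit.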
# SNCA expr inhib – Primary qHTS assay for inhibitors of alpha-synuclein gene (SNCA) expression; HEK-293 SNCA-luciferase knock-in, luminescence, 24 h; Potency, µM (series often up to 57.2 µM), for inactives: top-dose activity change, negative = inhibition, hits mostly inhibitors; actives 0.17% (n = 140,000); AID 1671194, 2021;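 further: potency means the concentration at half of the fitted maximal effect; plate controls were DMSO cells for no effect and cell-free wells for full effect; nearly all actives have a fitted effect of over 45% in size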
# GPT2 inh – Primary qHTS assay for inhibitors of Glutamate pyruvate transaminase 2 (GPT2). actives 0.25% (n = 100,000). Alanine aminotransferase 2 (Homo sapiens), Q8TD30. Recombinant GPT2, coupled pyruvate oxidase/HRP Amplex Red fluorescence. Potency, µM (top dose mostly 57.7 µM), inactives show at the top dose activity change, negative = inhibition, actives largely listed as inhibitors; further: potency means the concentration at half of the fitted maximal effect; nearly all actives have a fitted effect of over 60% in size; many of its hits are not listed in these tables
# Target sequence (Q8TD30 whole entry, looked up): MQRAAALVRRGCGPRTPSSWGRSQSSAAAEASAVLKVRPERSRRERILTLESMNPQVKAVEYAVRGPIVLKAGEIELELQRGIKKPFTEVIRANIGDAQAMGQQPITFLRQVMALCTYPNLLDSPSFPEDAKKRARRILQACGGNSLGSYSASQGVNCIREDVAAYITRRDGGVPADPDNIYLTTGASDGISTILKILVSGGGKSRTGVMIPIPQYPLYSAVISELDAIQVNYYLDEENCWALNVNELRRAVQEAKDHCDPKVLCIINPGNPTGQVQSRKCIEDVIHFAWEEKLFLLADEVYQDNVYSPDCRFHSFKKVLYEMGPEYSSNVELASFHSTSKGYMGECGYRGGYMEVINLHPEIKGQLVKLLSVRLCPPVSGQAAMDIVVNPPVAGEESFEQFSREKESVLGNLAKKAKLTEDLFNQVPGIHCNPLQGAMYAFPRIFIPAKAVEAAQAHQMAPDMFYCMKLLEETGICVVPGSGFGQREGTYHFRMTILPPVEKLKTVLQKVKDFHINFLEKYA
#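 Fluorescence of coupled pyruvate oxidase/HRP/Amplex Red system (50uM Amplex, 30 min, dark) reports pyruvate formed by GPT2. Enzyme reaction: 10ng/uL GPT2, 2mM L-alanine, 250uM a-KG, 30 min room temperature, pH 7.5; 50uM AOA control.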
# * hit, by the source's call; i = inactive; ? = inconclusive; nt = not tested or not shown; & = joins results of further samples; [ ] = dose if it differs, or a comment. Unless noted, the call rests on the fitted dose curve; in most records, active means well fitted curve in the direction sought with a large enough effect; inconclusive means small, poorly fitted or top-dose-only effect, or another doubt; inactive means no such curve, though single readings can be large; an effect the other way counts as inactive or inconclusive. Unless noted, on the % scale 0 is the no-effect control and ±100 the full control effect. A portion of the library; rates above refer to the full screens.
mol	HEK293 viab	IP6K1 inhibitor	3T3 cytotox	HEK293 tox	Luciferase inh	GPT2 inh	SNCA expr inhib
O=S(=O)(c1ccccc1)c1nnn2c1nc(NCc1ccccc1)c1cc(Cl)ccc12	7%	-6	nt	nt	nt	nt	-29%
COC(=O)c1scc(-c2ccccc2)c1S(=O)(=O)Nc1cccc(C)c1C	4%	13	nt	nt	nt	nt	0%
CCN(CC)C(=O)c1ccc(O)c(OC)c1	-11%	21	nt	nt	nt	-17%&1%	0%
COc1ccc(CN(Cc2ccco2)C(=O)COc2ccccc2Cl)cc1	5%	15	nt	nt	nt	nt	47%[activator]
O=C(Nc1sc2c(c1C(=O)NCc1ccccc1)CCCC2)c1cc(=O)c2cc(Cl)ccc2o1	2%	-12	nt	nt	nt	nt	-2%
CCc1ccccc1Nc1cc(C(=O)NCCc2ccccc2)c2ccccc2n1	-15%	22	nt	nt	nt	nt	-16%
COc1ccc(-n2nc(C(=O)Nc3cccc(Cl)c3)c3c4ccccc4n(C)c3c2=O)cc1Cl	-10%	-3	nt	nt	nt	nt	16%
CC1(C)CC[C@]2(C(=O)O[C@@H]3O[C@H](CO)[C@@H](O)[C@H](O)[C@H]3O)CC[C@]3(C)C(=CCC4[C@@]5(C)C[C@H](O)[C@H](O[C@@H]6OC[C@@H](O)[C@H](O)[C@H]6O)[C@@](C)(CO)C5CC[C@]43C)C2C1 (stereo not given in full)	-11%[12.5 µM]	1	nt	nt	nt	-5%[17.1 µM]	nt
COc1cccc(CNC(=O)[C@@H]2C[C@@H](O)CN2C2CCN(C(=O)c3sccc3C)CC2)c1	10%	13	-12%	-4%	9%	i	0%
CC(=O)N1CCC(N2CCN3C(=O)N(Cc4ccccn4)C[C@H]3C2)CC1	5%[87.6 µM]	14	5%[174 µM]	-6%[172 µM]	-2%[172 µM]	i	3%[87.6 µM]
COc1ccc(-c2cc3nc4c(c(=O)n3[nH]2)CN(C(=O)NCc2ccco2)CC4)cc1	1%	11	?	?	7.1µM*	i	?
O=C(/C=C/c1ccccc1)OCC1=CC[C@@H]2C(C(=O)O)=CO[C@@H](O[C@@H]3O[C@H](CO)[C@@H](O)[C@H](O)[C@H]3O)[C@H]12	15%[23.9 µM]	4	nt	nt	nt	4%[27.3 µM]	nt
COc1ccc(-c2nc(C(C)C)nc3c2CN(C(=O)c2ccc4c(c2)OCO4)CC3)cc1	-16%	0	?	?	-3%	2%	11%
CCC(C)NC(=O)Cn1c(=O)n(-c2ccc(C)c(C)c2)c(=O)c2c3c(sc21)CCCCC3 (stereo not given)	-10%	-11	nt	nt	nt	nt	-10%
CCC(=O)C1=C(c2ccc(F)cc2)N(C(=O)CC)n2cnnc2S1	-23%	2	nt	nt	nt	nt	?
COc1ccc(-c2cc(C)no2)cc1S(=O)(=O)N1CCN(c2cccc(C)c2)C(C)C1 (stereo not given)	11%	13	nt	nt	nt	nt	?
Cc1ccc2c(c1)C(=O)OC(C(=O)Nc1ncc(Cc3ccc(C(C)C)cc3)s1)C2 (stereo not given)	11%	-2	nt	nt	nt	nt	0%
COc1cccc(C(=O)N2CC(CO)C3(CCNCC3)C2)c1OC (stereo not given)	3%[12.5 µM]	9	3%	i	-7%	i	-8%
Cc1ccsc1CN1CCCCCCNC(=O)CC1	0%	-1	-16%	?	-5%	i	-17%
Cc1ccc(C(=O)N2CC[C@@H]3CN(S(C)(=O)=O)[C@@H]3C2)c(C)c1	7%[12.5 µM]	6	-1%	2%	0%	4%	1%
COc1ccc(NC(=O)CSc2nc3ccccc3nc2N2CCCCC2)cc1	-18%	1	nt	nt	nt	nt	-23%
COc1ccccc1CCNC(=O)Cc1c(C)c2cc(Cl)c(O)cc2oc1=O	?	-3	nt	nt	nt	nt	18%
Cc1nc2c(c(N[C@@H]3COCC[C@H]3OCc3ccccn3)n1)CCC2	0%	0	3%	-8%	4%	i	-8%
O=C(c1ccc(F)cc1Cl)N1CCC(n2cc(-c3nc(-c4ccccc4)no3)nn2)CC1	12%	9	?	?	?	i	110%[activator]
O=C(c1ccccc1)N1CCC(N2CCOC2=O)CC1	5%[87.6 µM]	-2	i	i	nt	i	8%[87.6 µM]
Cc1ccc(CN2C(=O)c3ccccc3Sc3ccc(C(=O)NCCCN4CCOCC4)cc32)cc1	?	6	nt	nt	nt	nt	11%
CC(=O)NC1CCN(C(=O)c2ccc(-c3cncnc3)cc2)CC1	2%[12.5 µM]	-7	-11%[138 µM]	-1%[172 µM]	nt	4%[88.5 µM]	-22%[87.6 µM]
COc1ccc(-c2ccccc2NC(=O)C2CCCN2C(=O)NC(C)C)cc1 (stereo not given)	-2%	-7	-2%	i	-4%	i	-1%
CC1CCN(S(=O)(=O)c2ccc3c(c2)N(CC(=O)NCc2ccccc2)C(=O)CO3)CC1	0%	0	nt	nt	nt	nt	-2%
O=C(NCc1cccnc1-n1cncn1)C1CC2(CCNCC2)CN1 (stereo not given)	2%	-11	-15%	2%	3%	2%	-8%
Cc1ccc(C(C)NC(=O)CN2C(=O)C3(CCNCC3)Nc3ccccc32)cc1 (stereo not given)	-29%	17	-1%	-12%	1%	-18%	35%[activator]
COc1ccc(C(=O)N2CCCCCNC(=O)[C@@H]3CCC[C@@H]32)c(OC)n1	-2%	-14	-3%	1%	4%	i	2%
COc1ccccc1CNC(=O)CN1C(=O)COc2ccc(S(=O)(=O)N3CCC(C)CC3)cc21	?	3	nt	nt	nt	nt	3%
O=C(c1ccccn1)N1CCN(c2ccc3nnc(-c4ccccc4)n3n2)CC1	nt	-2&8	?	-28%&-7%	nt	nt	nt
O=C(NCc1ccc(F)cc1)c1nc2sccn2c1-c1ccccc1	6%	0	-24%	-7%	nt	1%	1%
COc1ccc(CN2CCCC3(Cc4ccccc4CNC3=O)C2)cc1F (stereo not given)	-10%	0	?	-21%	nt	i	6%
CCc1nc2ccc(C(=O)NCCc3ccc(OC)cc3OC)cc2nc1CC	?	-11	nt	nt	nt	nt	?
Cc1cc2nc(-c3cccc(NC(=O)C(C)C)c3C)oc2cc1C	11%	-3	nt	nt	nt	nt	14%
CN(C)C(=O)c1c[nH]c2cccnc12	?	1	i	-2%[230 µM]	nt	i	-13%[87.6 µM]
O=C(Nc1ccc(F)cc1)C1CCCN(c2ccnc3ccnn23)C1 (stereo not given)	-20%[87.6 µM]	-7	?	?	nt	4%[88.5 µM]	-13%[87.6 µM]

# Pulled by compound from above:
mol	HEK293 viab	IP6K1 inhibitor	3T3 cytotox	HEK293 tox	Luciferase inh	GPT2 inh	SNCA expr inhib
Cc1ccc2c(c1)C(=O)OC(C(=O)Nc1ncc(Cc3ccc(C(C)C)cc3)s1)C2 (stereo not given)	11%	-2	nt	nt	nt	nt	0%
CCc1nc2ccc(C(=O)NCCc3ccc(OC)cc3OC)cc2nc1CC	?	-11	nt	nt	nt	nt	?
Cc1ccc(CN2C(=O)c3ccccc3Sc3ccc(C(=O)NCCCN4CCOCC4)cc32)cc1	?	6	nt	nt	nt	nt	11%
Cc1nc2c(c(N[C@@H]3COCC[C@H]3OCc3ccccn3)n1)CCC2	0%	0	3%	-8%	4%	i	-8%

# Exported with two lines to a compound: part of the list above
# Below each compound – HEK293 viab | IP6K1 inhibitor | 3T3 cytotox | HEK293 tox | Luciferase inh | GPT2 inh | SNCA expr inhib
CCC(=O)C1=C(c2ccc(F)cc2)N(C(=O)CC)n2cnnc2S1
 : -23% | 2 | nt | nt | nt | nt | ?
COc1ccc(-c2cc(C)no2)cc1S(=O)(=O)N1CCN(c2cccc(C)c2)C(C)C1 (stereo not given)
 : 11% | 13 | nt | nt | nt | nt | ?
Cc1ccc2c(c1)C(=O)OC(C(=O)Nc1ncc(Cc3ccc(C(C)C)cc3)s1)C2 (stereo not given)
 : 11% | -2 | nt | nt | nt | nt | 0%

# (list continues)
mol	HEK293 viab	IP6K1 inhibitor	3T3 cytotox	HEK293 tox	Luciferase inh	GPT2 inh	SNCA expr inhib
COc1ccc(OC)c(-c2nnc3n(CCc4ccccc4)c(=O)c4ccccc4n23)c1	0%	9	nt	nt	nt	nt	91%[activator]
COC(=O)N1CCCC(C(=O)N2CCCC(c3nc4ncccc4[nH]3)C2)C1 (stereo not given)	-15%	6	-7%	i	nt	2%	-1%
COc1ccc(Nc2cc3c(cn2)NCCN(Cc2ccccc2)C3)cc1	?	-19	?	79µM*	3%[172 µM]	?	?
Cc1nc(C2(C)CCN(C(=O)Cc3c(C)noc3C)CC2)no1	-5%	3	i	-15%	-11%	i	-23%
CC(C)CNC(=O)C1COC2(CCN(C(=O)c3ccccc3F)CC2)N1C(=O)c1cccc(F)c1 (stereo not given)	9%	-16	-1%	3%	2%	i	10%
O=C(O)c1cc(Br)cc(S(=O)(=O)NC2CCCCC2)c1	3%	19	0%	-26%	-10%	i	-11%
CNc1c(NC(=O)c2ccc(OC)c(OC)c2)c(=O)oc2ccccc12	?	-10	nt	nt	nt	nt	84%[activator]
CCOc1ccc(C2c3c(-c4ccccc4O)n[nH]c3C(=O)N2Cc2cccnc2)cc1OC (stereo not given)	-30%	9	nt	nt	nt	nt	-5%
Cc1ccccc1OCC(=O)N1C[C@@H](CN2CCCCC2)[C@@H](CO)C1	14%	13	-4%	-1%	-10%	-2%	11%
C=CCNC(=O)[C@@H]1CCCN1C1(C(=O)NC)CCOCC1	1%[87.6 µM]	-1	i	i	1%[172 µM]	i	13%[87.6 µM]
CCC1CCCCN1C(=O)CSc1nc(-c2ccc(OC)c(OC)c2)cc(C(F)(F)F)n1 (stereo not given)	12%	-4	nt	nt	nt	nt	25%
Cn1nc(-c2nncn2-c2ccccc2)c2c1CCN(C(=O)c1ccncc1)C2	5%	13	4%	4%	0%	3%	5%
C[S+](=O)([O-])c1ccc(CC(=O)N2CC(COc3ccccc3)C3(C2)CN(c2ccccc2)C3)cc1 (stereo not given)	-4%	-5	-32%	?	-3%	-6%	?
CCCN(C(=O)Cn1nc(Cc2cccnc2)c2ccccc2c1=O)c1ccc(C(C)C)cc1	?	5	nt	nt	nt	nt	-21%
COc1ccccc1C(=O)NC1CCCN(c2ccnc3ccnn23)C1 (stereo not given)	-24%[87.6 µM]	-7	?	?	nt	i	33%[activator][87.6 µM]

# High-throughput results (PubChem BioAssay)
